GSK3 alpha inh = blockers of GSK3A enzyme activity – biochemical, luminescence, cell-free homogeneous, HTS, primary screen | Glycogen synthase kinase-3 alpha (Homo sapiens), P49840 | GSK-3 alpha kinase, ADP-Glo luminescence, 60 min | inhibition, % at 10 µM | hit rate 0.1% among 320,000 | AID 2650, 2010;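 in the data active means inhibition above about 50%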;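 further: GST-tagged GSK-3 alpha with peptide substrate and 25 µM ATP; 0% = DMSO neutral wells and 100% = GW8510 positive control wells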
Target sequence (P49840 whole entry, looked up): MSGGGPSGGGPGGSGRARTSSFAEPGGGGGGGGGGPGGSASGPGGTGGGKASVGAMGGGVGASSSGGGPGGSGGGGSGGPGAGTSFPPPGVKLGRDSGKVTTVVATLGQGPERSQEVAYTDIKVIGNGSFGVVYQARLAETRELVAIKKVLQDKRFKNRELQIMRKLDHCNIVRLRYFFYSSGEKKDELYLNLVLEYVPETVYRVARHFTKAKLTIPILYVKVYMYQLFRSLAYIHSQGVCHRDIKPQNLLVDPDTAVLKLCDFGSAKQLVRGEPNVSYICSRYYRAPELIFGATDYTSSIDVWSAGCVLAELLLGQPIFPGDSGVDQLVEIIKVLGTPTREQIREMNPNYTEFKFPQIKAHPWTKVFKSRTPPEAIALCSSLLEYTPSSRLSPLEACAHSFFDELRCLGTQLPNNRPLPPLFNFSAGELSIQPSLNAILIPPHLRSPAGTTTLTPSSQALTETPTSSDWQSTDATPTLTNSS
HSF1 inh = HSF1 inhibitors in luciferase reporter cells, primary screen, cell-based, NIH3T3, luminescence. NIH3T3-HGL HSE-luciferase, MG132-induced, luminescence 8 h; active compounds read low. activity change, negative = inhibition, % at 7.5 µM (by protocol). hit rate 0.77% among 300,000. AID 2098, 2009;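 active means more than half of replicate wells show activity change below -50%, luminescence cut by over half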;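 further: luciferase reports HSF-1 transcriptional activity via heat shock element; 0% = median of DMSO wells and -100% = zero luminescence signal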
GSK3B inh = human GSK3beta kinase inhibitors, primary screen, biochemical, cell-free homogeneous, HTS. hit rate 0.038% among 300,000. GST-GSK3beta kinase, ADP-Glo luminescence, 60 min; active compounds read low. Glycogen synthase kinase-3 beta (Homo sapiens), P49841. activity score (negative = inhibition), % at 10 µM;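 active means more than half of replicate wells score below -50%, meaning over 50% inhibition versus plate controls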;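 further: 0% = median DMSO wells and -100% = median GW8510 positive control wells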
Target sequence (P49841 whole entry, looked up): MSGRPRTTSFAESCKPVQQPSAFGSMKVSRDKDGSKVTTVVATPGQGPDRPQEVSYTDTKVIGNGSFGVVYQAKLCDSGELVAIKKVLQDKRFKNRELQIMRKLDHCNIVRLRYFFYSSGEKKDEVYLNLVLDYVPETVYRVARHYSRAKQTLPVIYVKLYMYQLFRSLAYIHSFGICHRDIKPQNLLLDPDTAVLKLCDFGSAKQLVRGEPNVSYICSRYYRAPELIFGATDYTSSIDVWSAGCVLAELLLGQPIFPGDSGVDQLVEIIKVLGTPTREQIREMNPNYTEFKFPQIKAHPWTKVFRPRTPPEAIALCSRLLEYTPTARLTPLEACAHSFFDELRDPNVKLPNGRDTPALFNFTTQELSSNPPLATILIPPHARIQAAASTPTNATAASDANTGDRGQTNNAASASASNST
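Assay system: GST-tagged human GSK3beta kinase, cell-free; Input: 1.6 ng GSK3beta; Medium: Tris/MgCl2 kinase buffer; Timing: 60 min enzyme reaction, room temperature; Signal: ADP-Glo luminescence quantifying ADP generated by kinase; Evaluation: score relative to plate controls; Benchmarks: DMSO neutral wells and GW8510 at 20 µM as positive.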
Platelet DG rel = inhibitors of platelet dense granule secretion, primary screen, cell-based, MLPCN, human platelets. human platelet-rich plasma, SFLLRN dense granule ATP release, luminescence. inhibition, %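 (compounds screened at 7.5 µM in platelet-rich plasma)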. hit rate 0.22% among 300,000;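 active means mean replicate score, as percent of positive control, at or above 50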
IEC-6 tox = cytotoxicity in IEC-6 intestinal epithelial cells, primary screen, cytotoxicity control for KLF5 inhibitor project, cell-based, luminescence; IEC-6 cytotoxicity, luminescence viability; AID 1825, 2009; hit rate 0.78% among 290,000; inhibition, % at 5 µM; in the data active means inhibition above about 22%;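 further: 0% = plate median of test compound wells and 100% = cytotoxic reference compound wells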
KLF5 inhibitor = KLF5 expression inhibitors, primary screen, DLD-1 cells, luminescence | inhibition, % at 5 µM | AID 1700, 2009 | hit rate 0.23% among 290,000 | DLD-1 KLF5 promoter-luciferase reporter;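 active means inhibition above a per-plate limit of that plate's mean compound inhibition plus 3 SD, cut at about 60% in these data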;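 further: 0% = DMSO wells and 100% = LY294002 at 200 µM; higher means less KLF5 promoter-driven luciferase light; inactives centre near -14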
DYRK1A inh = rat Dyrk1A kinase inhibitors, primary screen, biochemical, single point, plate reader | inhibition, % at 12.5 µM | hit rate 0.43% among 310,000 | ADP-Glo luminescence, NFATc1 peptide | Dual specificity tyrosine-phosphorylation-regulated kinase 1A (Rattus norvegicus), Q63470 | AID 504441, 2011; in the data active means inhibition above about 50%;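 further: plate controls were vehicle with enzyme for no effect and no enzyme for full effect; many of its hits are not listed in these tables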
HSF-1 act = HSF-1 activators, primary screen, NIH3T3-HGL cells, MG132 stress, luminescence, single point | hit rate 1.7% among 300,000 | activation, % at 9 µM | NIH3T3-HGL HSF-1 luciferase reporter, 8 h; 100% = twice DMSO control signal;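 active means mean replicate activation of at least 50% with a set share of replicates each reaching 50%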;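 further: 0% = median of the neutral control wells and 100% = twice that signal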
HSP90 refold inh = HSP90 inhibitors, primary screen, cell lysate, luminescence; Heat shock protein HSP 90 (rabbit reticulocyte lysate; luciferase refolding); Rabbit reticulocyte lysate, luciferase refolding luminescence, 3 h; inhibition, % at 5.6 µM; hit rate 0.91% among 290,000; AID 1789, 2009;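 active means inhibition above the screen-wide mean plus 3 SD, computed separately per campaign, cut at about 16% in these data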;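 further: 0% = DMSO wells and 100% = 60 µM geldanamycin wells; inhibitors lower the luminescence because luciferase stays unfolded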
aSyn UTR inh = MLPCN primary screen, SNCA 5' untranslated region; alpha-synuclein 5'UTR reporter, inhibitor activity; inhibition, % (tested at 7.5 µM); hit rate 0.82% among 300,000; AID 1813, 2009; in the data active means inhibition above about 60%;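 further: H4 neuroglioblastoma cells stably carrying SNCA 5'UTR luciferase fusion; 0% = DMSO wells and 100% = positive control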
Numbers without * were called inactive; nt = not tested or not shown. Only part of the results is shown (hit frequency here may not be typical).

Every second line gives: HSP90 refold inh, KLF5 inhibitor, aSyn UTR inh, IEC-6 tox, Platelet DG rel, GSK3B inh, HSF-1 act, HSF1 inh, GSK3 alpha inh, DYRK1A inh
- NC(=S)N/N=C/c1coc2ccccc2c1=O
→ -1, -8, 3, -3, 1, -1, -24, -10, -1, 0
- CCOC(=O)c1c(C)n(Cc2ccccc2)c2ccc(OCC(O)CN3C(=O)CNC3=O)cc12 (centres undefined)
→ 7, -49, 43, -5, 1, 3, 8, 6, 0, -4
- CC12CN3CN(C1)CC(c1ccccc1)(C3)C2=O
→ 4, -42, -32, 1, 0, 2, -16, -6, -1, -3
- O=C1CN=C(c2ccccc2)c2c(sc3c2CCCC3)N1
→ -1, -21, 8, 5, 5, -27, 9, 10, 56*, -3
- COc1cc(OC)cc(C(=O)Nc2ccc(Br)cc2C(=O)c2ccccc2)c1
→ 0, -17, 10, 6, 10, 1, 2, 15, -1, -4
- C=COCCn1c(C)c(C(C)=O)c2cc(O)ccc21
→ -2, -21, -4, 4, -3, 3, 42, 8, 0, 1
- O=C(COc1ccc2ccc(=O)oc2c1)N1C[C@H]2C[C@@H](C1)c1cccc(=O)n1C2
→ -1, -8, -10, -1, -2, 1, 8, -3, -1, -2
- O=C(c1ccco1)c1cn(Cc2ccccc2)c2ccccc12
→ 1, -31, -29, -5, 2, -2, 36, 20, nt, 5
- CCCCSP1(=S)NCCCO1 (centres undefined)
→ -4, 0, 3, 10, 1, 3, -11, 2, -1, -3
- Cc1cc(OCC(=O)N2CCC(C(=O)O)CC2)c2c3c(c(=O)oc2c1)CCC3
→ -2, -2, 4, 1, 0, -1, 0, -1, 7, 17
- Cc1ccccc1N1CCN(Cc2ccc3c(c2)OCO3)CC1
→ 0, -8, 8, -8, 2, -3, 4, -4, -4, nt
- Cc1cccc(-n2c(O)c(/C=N/NC(=O)c3ccncc3)c(=O)[nH]c2=O)c1
→ -4, 18, 6, -6, -3, -1, 5, -7, -2, nt
- Cn1cc(/C=C2\C(=O)NC(=O)N(c3ccccc3)C2=O)c2ccccc21
→ 2, -15, 3, 3, -1, 0, 2, -2, -4, -2
- O=[N+]([O-])c1cc(F)c(N2CCCCCC2)cc1N1CCNCC1
→ 5, 14, 0, 6, 7, 0, 0, -7, 2, -3
- COc1ccc(C2SCC(=O)Nc3c2c(C)nn3C2CCOC(C)(C)C2)cc1 (centres undefined)
→ 20*, 17, 8, 5, -2, 1, 26, 0, -2, -1
- CC1=C2C(=O)C3C(CC=C4CC(O)CCC43C)C2CCC12OC1CC(C)CNC1C2C (centres undefined)
→ -3, -27, -7, 0, -5, 0, -9, 1, -3, -2
- C=CCN1C(=O)NC(=O)/C(=C/c2ccc(N(C)C)c(Br)c2)C1=O
→ 2, -13, 4, 6, 10, -2, -10, -6, -1, 11
- COC(=O)C1=C(c2cc3ccccc3o2)C[C@@H]2CC[C@H]1N2C(=O)NCc1ccc(F)cc1
→ nt, nt, 14, nt, -1, -2, 7, 7, -2, -5
- CC(C)(C)c1nc(NCc2ccc3c(c2)OCO3)c2nnn(Cc3ccccc3Cl)c2n1
→ -1, -9, nt, -3, nt, 0, nt, nt, -2, -3
- CCc1ccc(CN2CCN(Cc3cc(Br)ccc3O)CC2)cc1
→ -2, 19, 19, -1, 0, 1, nt, nt, -5, 0
- Cc1c(C(=O)N2CCC3(CC2)OCCO3)oc2ccccc12
→ 0, -4, 1, 1, -9, -2, 5, -2, -1, -6
- O=C(O)Cn1cc(C(=O)c2ccccc2F)c2ccccc21
→ -5, -12, 8, -8, -3, 2, -7, -4, -1, nt
- Clc1cccc(N2CCNCC2)n1
→ 1, -8, 10, 2, 1, 1, -10, -1, -2, -3
- Cc1ccccc1C1=NCC(=O)N(CC(=O)N2CCCCC2)c2sc(C)c(C)c21
→ 4, -1, 15, -1, -1, 1, 47, 14, 0, -5
- O=C(c1cc(C(=O)NCc2ccccc2)c(=O)n(Cc2ccccc2)c1)c1cc(Br)ccc1O
→ -6, 22, 34, 3, -48, 3, 19, 4, -1, 11
- CN(C)CCN=Cc1c(O)n(C2CCCCCC2)c(=O)[nH]c1=O
→ 0, -7, -7, -4, 4, -1, -7, -8, 9, 1
- COCCCNC(=O)Cn1cc(/C=C2\C(=O)NC(=O)N(c3ccccc3F)C2=O)c2ccccc21
→ -2, -17, -42, -2, -1, 1, 10, -2, -5, 8
- COc1ccc(CC2(CCc3ccncc3)C(=O)NC(=O)NC2=O)cc1OC
→ -2, 2, 5, 3, 5, 0, -3, -4, -2, -1
- CCN(CC)C(=O)c1ccc(NC(=O)COc2ccccc2F)cc1
→ 2, -6, -14, 8, -1, 1, 1, 10, -1, -5
- C=C1C(=O)O[C@@H]2C[C@@H](C)[C@@H]3C4OC4C(=O)[C@@]3(C)[C@@H](O)[C@H]12 (some centres undefined)
→ nt, nt, -221, nt, -1, 1, 29, 17, 0, 9
- N=Cc1c(O)n(-c2ccccc2)c(=O)n(-c2ccccc2)c1=O
→ 1, -9, -22, -3, 9, 0, -58, -45, 1, -1
- c1ccc(-c2cc(-c3ccccc3)[n+](-c3ccccc3)c(-c3ccccc3)c2)cc1
→ 5, 39, -1, 47*, 9, -1, -17, -13, 3, -4
- CSc1ccccc1C(=O)C1CCCN(Cc2ccn[nH]2)C1 (centres undefined)
→ -1, -21, 9, -3, 1, 1, 40, 10, -2, -6
- CCCCOP(=O)(CN1CCOCC1)OCCCC
→ -4, -41, 10, -2, 0, -1, 5, -3, 1, 0
- Cc1csc(NC(=O)C(Cl)c2ccccc2)n1 (centres undefined) (tested in a mixture with another compound)
→ nt, nt, -9, nt, 0, -3, 17, -3, -3, nt
- CCOc1cc2c(cc1OCC)-n1cccc1C(c1ccc(C(C)C)cc1)NC2 (centres undefined)
→ 11, -23, 12, 13, 3, -7, 15, 6, 12, 5
- Cc1c(C(=O)N2CCC3(CC2)OCCO3)oc2ccc(S(=O)(=O)N3CCCCC3)cc12
→ 1, -11, -11, 6, -2, -1, -2, 4, 1, -5
- CCC1(c2ccc(-c3ccccc3)cc2)C(=O)NC(=O)NC1=O
→ -2, -9, -5, 8, -1, 0, 7, -5, 0, 2
- FC(F)(F)C1=NC(C(F)(F)F)=NP(N2CCOCC2)(N2CCOCC2)=N1
→ -3, 11, 18, 0, -2, 0, 3, -4, 3, -3
- CCCCP(=O)(O)c1ccccc1
→ 1, -29, 6, 5, 3, 3, -1, -5, -1, -7
- O=C(COC(=O)Cc1ccccc1)Nc1cccnc1Cl
→ 0, -3, 16, -8, -6, 4, -7, -7, -2, nt
- CN1CCC(OC(=O)Cc2ccccc2)CC1
→ 4, -9, 2, -2, -1, -4, 7, -3, 2, 30
- O=[N+]([O-])c1ccc(N2CCNCC2)cc1NC1CC1
→ -2, -9, 26, 5, 1, 1, 4, -5, -2, nt
- CCOCCc1c(O)[nH]c(=S)[nH]c1=O
→ -2, -19, 11, 2, -4, -6, 4, 4, -1, 2
- O=C1CC(c2ccccc2)CN1 (centres undefined)
→ -3, -8, -4, -1, -5, -2, 24, 1, -3, 1
- COc1cccc(CN2CCCC(C(=O)c3ccccc3SC)C2)c1O (centres undefined)
→ -1, -40, 1, -5, 0, 1, 20, 17, -1, -1
- N[C@@H](Cc1ccccc1)C(=O)N1C[C@H]2C[C@@H](C1)c1cccc(=O)n1C2
→ -1, -6, 4, 3, -3, 3, 20, 0, -3, 2
- Cn1c(O)c(C=Nc2ccc3c(c2)CCC3)c(=O)n(C)c1=O
→ nt, nt, -58, nt, 2, 0, 16, 4, -1, 0
- Fc1ccc(CCNCc2ccccc2Cl)cc1
→ -1, -6, -25, -3, -2, -2, 15, 11, 2, -7
- COc1ccc(-n2c(=O)[nH]c3ccccc3c2=O)cc1
→ 0, -12, -16, 2, 0, 3, 8, -4, -11, -1

(list continues)
Every second line gives: HSP90 refold inh, KLF5 inhibitor, aSyn UTR inh, IEC-6 tox, Platelet DG rel, GSK3B inh, HSF-1 act, HSF1 inh, GSK3 alpha inh, DYRK1A inh
- CN(C)C(=O)Oc1ccc(OC(=O)N(C)C)cc1
→ 1, -9, 13, 3, -1, 3, -7, 1, -1, -1
- C=CCN1C(=O)NC(=O)/C(=C/c2ccc(OC)c(COc3ccc(NC(C)=O)cc3)c2)C1=O
→ 1, -32, -64, -2, 9, 0, -6, -3, -1, -5
- CN(c1ccccc1)c1ccc([N+](=O)[O-])c2nonc12
→ 4, -21, -18, 13, -3, -3, -1, 1, 2, 0
- CCOC(=O)C(NC(=O)CCl)(Nc1ccc(C(O)(C(=O)OCC)C(F)(F)F)cc1)C(F)(F)F (centres undefined)
→ 0, 0, -15, 2, 10, 3, -9, -13, -2, -3
- CCOC(=O)c1c(C)n(Cc2ccccc2)c2ccc(OCC(O)Cn3nc(C)nc3C)cc12 (centres undefined)
→ -4, -11, 29, -4, 13, 3, 10, 14, 0, 6
- CCCCn1c(C)c(C(=O)O)c2cc(OC)c3ccccc3c21
→ 6, -2, 17, 13, 7, 0, -4, 5, -1, -3
- O=C(c1cc2c(s1)CCCC2)N1CCC2(CC1)OCCO2
→ -2, -18, -61, 0, 3, 1, -2, 7, -1, 4
- CC(C)c1ccc(N=Cc2c(O)n(C3CC3)c(=S)[nH]c2=O)cc1
→ 4, 22, 23, 3, 6, 2, 27, 0, 0, 22
